Screening data: PubChem BioAssay, several laboratories
KCNQ1 act: potentiators or activators of KCNQ1 channel, primary screen, cell-based, thallium flux, high-throughput | 310,000 compounds, 0.35% hits | AID 2648, 2010 | B-score at 10 µM | CHO-K1 KCNQ1, thallium flux FluxOR fluorescence; stronger effect = higher value | Potassium voltage-gated channel subfamily KQT member 1 (Homo sapiens), P51787;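 active = fluorescence ratio B-score, a plate-corrected score, at least three library SD, with initial intensity B-score within 5 SD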
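Test system: CHO-K1 cells stably expressing KCNQ1 / Medium: assay buffer / Also added: depolarizing K+/Tl+ stimulus, K2SO4 and Tl2SO4 each 12.5 mM in 5x stock / Incubation: 90 min dye loading and 20 min compound exposure, both at room temperature / Signal: thallium influx via FluxOR fluorescence, kinetic imaging / Evaluation: B score of baseline-normalized fluorescence ratio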
RGS4 act: RGS4 potentiators or activators, primary screen, cell-based, HEK293 M3R inducible RGS4, calcium flux. AID 463111, 2010. B-score at 10 µM. carbachol calcium flux Fluo4; stronger effect = lower value. 310,000 compounds, 0.92% hits;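 active = B-score of the integrated calcium signal more than 4 SD below the library mean, with starting fluorescence not abnormally high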;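 also: negative B-score means reduced calcium response which marks RGS4 activation or potentiation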
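Also added: carbachol at ECmax as muscarinic agonist stimulus; Assay system: HEK293 cells with stable M3R and inducible RGS4; Timing: overnight RGS4 induction, 30 min dye load 37 °C, 20 min compound RT; Measured by: Fluo4-AM (2 µM) calcium-flux fluorescence, kinetic read.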
hERG protect: hERG rescue from dofetilide block, primary screen, cell-based, CHO-hERG, FluxOR thallium flux, dofetilide IC70; dofetilide IC70 present; activation (rescue from dofetilide block), less the hit threshold, % at 10 µM; 310,000 compounds, 0.51% hits;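 active = activation above the mean of controls blocked by dofetilide plus 5 SD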;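 also: thallium influx through hERG after potassium depolarization seen as dye fluorescence rise; in these data hits start at about 4.7%; inactives centre near -7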
ANO1 activ: TMEM16A chloride channel activators or potentiators, primary screen, cell-based, HTS. Anoctamin-1 (Mus musculus), Q8BHY3. HEK293 TMEM16A/YFP-H148Q/I152L, iodide quench fluorescence; stronger effect = lower value. B-score at 10 µM. 340,000 compounds, 0.3% hits;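 active = fluorescence-ratio B-score plate-corrected deviation score at least 3 library SD below zero, with starting fluorescence score within 5 deviations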;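 also: channel opened by trigger with iodide after compound preincubation; score built on the fluorescence ratio of max minus min over baseline; more negative score means more quench and so TMEM16A activation or potentiation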
HDAC3 inh: HDAC3 deacetylase inhibitors, primary screen, biochemical, fluorescence, cell-free homogeneous | 320,000 compounds, 0.15% hits | AID 2718, 2010 | inhibition, % at 8.3 µM | Histone deacetylase 3 (Homo sapiens), O15379 | recombinant HDAC3, fluorogenic peptide/trypsin coupled; in the data active = inhibition above about 26%, passing the limit was not always enough
Target sequence (O15379 whole entry, looked up): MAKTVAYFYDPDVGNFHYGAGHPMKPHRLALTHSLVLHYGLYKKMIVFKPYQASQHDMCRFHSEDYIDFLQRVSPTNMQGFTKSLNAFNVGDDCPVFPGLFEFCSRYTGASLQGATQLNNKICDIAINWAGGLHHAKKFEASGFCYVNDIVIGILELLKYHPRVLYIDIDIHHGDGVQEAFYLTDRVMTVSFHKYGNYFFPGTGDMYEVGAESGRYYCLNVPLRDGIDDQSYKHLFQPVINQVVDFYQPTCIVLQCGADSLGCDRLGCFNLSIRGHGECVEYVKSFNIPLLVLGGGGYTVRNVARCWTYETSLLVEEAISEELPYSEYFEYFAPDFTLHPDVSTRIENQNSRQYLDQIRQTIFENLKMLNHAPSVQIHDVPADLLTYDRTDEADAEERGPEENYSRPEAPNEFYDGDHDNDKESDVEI
KCNK3 block: human KCNK3 channel inhibitors, primary screen, CHO cells, FluxOR thallium flux, B-score; Potassium channel subfamily K member 3 (Homo sapiens), O14649; FluxOR fluorescence; stronger effect = lower value; B-score at 10 µM; 340,000 compounds, 0.84% hits; AID 602410, 2012;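 active = B-score under library mean minus 4 SD, starting fluorescence ratio at most library mean plus 5 SD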;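 also: more negative B-score means stronger inhibition of thallium flux through KCNK3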
Target sequence (O14649 whole entry, looked up): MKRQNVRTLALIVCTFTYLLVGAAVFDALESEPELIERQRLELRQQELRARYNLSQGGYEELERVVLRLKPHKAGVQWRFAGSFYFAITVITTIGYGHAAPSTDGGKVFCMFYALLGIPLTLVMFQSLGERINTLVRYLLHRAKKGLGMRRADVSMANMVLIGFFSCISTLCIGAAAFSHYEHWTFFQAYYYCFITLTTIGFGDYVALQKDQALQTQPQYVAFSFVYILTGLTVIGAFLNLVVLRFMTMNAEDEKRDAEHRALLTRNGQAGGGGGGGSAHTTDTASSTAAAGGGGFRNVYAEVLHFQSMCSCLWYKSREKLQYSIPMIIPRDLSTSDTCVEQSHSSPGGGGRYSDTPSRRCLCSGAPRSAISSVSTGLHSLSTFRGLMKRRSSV
RGS4 inh: RGS4 inhibitors, primary screen, cell-based, HEK293 M3R inducible RGS4, calcium flux; Regulator of G-protein signaling 4 (Homo sapiens), P49798; 310,000 compounds, 0.45% hits; B-score at 10 µM; Fluo-4 calcium flux; stronger effect = higher value; triggered by carbachol at its EC20;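 active = B-score, a plate-corrected calcium signal, over three deviations above library mean, with baseline fluorescence within five deviations of library mean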;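 also: RGS4 expression induced by doxycycline in cells with stable M3 receptor; B-score is computed from the integrated fluorescence ratio over baseline after carbachol; higher B-score means a larger calcium signal and so more RGS4 inhibition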
Target sequence (P49798 whole entry, looked up): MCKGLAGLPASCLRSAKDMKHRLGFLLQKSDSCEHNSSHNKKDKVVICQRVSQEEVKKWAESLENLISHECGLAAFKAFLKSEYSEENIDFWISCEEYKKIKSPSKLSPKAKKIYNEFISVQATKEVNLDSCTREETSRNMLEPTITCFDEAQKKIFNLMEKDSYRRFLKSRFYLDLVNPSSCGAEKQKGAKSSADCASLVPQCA
KCNK9 block: KCNK9 potassium channel inhibitors, primary screen, HEK293 cells, thallium flux | FluxOR thallium flux fluorescence; stronger effect = lower value | Potassium channel subfamily K member 9 (Homo sapiens), Q9NPC2 | B-score at 10 µM | 310,000 compounds, 1.2% hits;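 active = ratio B-score over 3 SD below the library mean, with starting fluorescence within 5 SD of its mean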;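 also: negative B-score means less thallium flux so channel inhibition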
KCNQ1 block: inhibitors of human KCNQ1 channel, primary screen, cell-based, thallium flux, high-throughput. Potassium voltage-gated channel subfamily KQT member 1 (Homo sapiens), P51787. CHO-K1 KCNQ1, FluxOR thallium flux fluorescence; stronger effect = higher value. B-score at 10 µM. 310,000 compounds, 1.3% hits;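 active = compounds whose thallium flux B-score, printed positive for inhibition, exceeds three library SD while starting fluorescence stays within three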;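 also: channel opened by potassium depolarization with thallium stimulus after 20 min compound exposure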
SKKanGAS inh: S. pyogenes SKKanGAS growth inhibitors in kanamycin, primary screen, streptokinase expression inhibitor project, SKKanGAS strain, BacTiter-Glo luminescence. inhibition, % at 7.5 µM. 300,000 compounds, 1.3% hits. AID 1662, 2009. 6 h;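 active = mean replicate score, as percent of positive control median, at least 50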;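 also: strain carries kanamycin resistance gene driven by streptokinase promoter and grows in 40 µg/ml kanamycin; loss of luminescence reflects streptokinase promoter inhibition or plain growth inhibition; 0% = median of DMSO wells and 100% = positive control at its reference dose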
TMEM16A inh: TMEM16A chloride channel inhibitors, primary screen, cell-based, HTS. Anoctamin-1 (Mus musculus), Q8BHY3. HEK293 TMEM16A/YFP iodide influx fluorescence, ionomycin. normalized B-score (activity score, 25-100; higher = stronger inhibition) at 10 µM. 310,000 compounds, 1.2% hits. AID 588511, 2011;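 active = ratio plate-corrected score three or more library SD toward inhibition, starting fluorescence score within five deviations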;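 also: score derived from kinetic fluorescence span divided by baseline fluorescence per well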
Active calls of the source: *; i = inactive; nt = no result given.

The line under a structure holds: KCNQ1 act	RGS4 act	hERG protect	ANO1 activ	HDAC3 inh	KCNK3 block	RGS4 inh	KCNK9 block	KCNQ1 block	SKKanGAS inh	TMEM16A inh
> CC1=CCC2C(=O)N(c3nc(C)cc(C)n3)C(=O)C2C1 (stereo not given)
→ i	i	-6	i	-1	i	i	i	i	-9	i
> O=C(CN1C(=O)S/C(=C/c2ccc(N3CCOCC3)cc2)C1=O)N1CCOCC1
→ i	-7.2*	-4	i	1	i	i	i	i	1	i
> COc1cccc(C(=O)N2CCN(C3CCC(c4ccccc4)CC3)CC2)c1 (stereo not given)
→ i	i	1	i	nt	i	i	i	i	0	nt
> CN1CCN(c2oc(-c3cccs3)nc2S(=O)(=O)c2ccccc2)CC1
→ i	i	-5	i	6	i	i	i	i	-3	i
> Cc1nn(C)cc1S(=O)(=O)N1CCN(c2cccc(Cl)c2)CC1
→ i	i	-9	i	7	i	i	i	i	2	i
> CC(=O)Nc1ccc(C2=NN(C)C(=NCc3ccccc3)SC2)cc1
→ i	i	-5	i	12	i	i	i	i	-13	i
> Cc1ccc2nc(NC(=O)CCNS(=O)(=O)c3cccs3)sc2c1
→ i	i	-8	i	4	i	i	i	i	5	i
> CN(C)c1ccc(N2C(=NC(=O)C3CCCO3)SC3CS(=O)(=O)CC32)cc1 (stereo not given)
→ i	i	-9	i	4	i	i	i	i	0	i
> CCOC(=O)Cn1cc(C(=O)c2ccco2)c2ccccc21
→ i	i	-15	i	2	i	i	i	i	3	i
> O=C(Nc1nc2ccccc2[nH]1)c1ccc(OC(F)F)cc1
→ i	i	-16	i	8	i	i	i	i	nt	i
> Cc1cc(C(=O)COC(=O)c2cccnc2Cl)c(C)n1CC1CCCO1 (stereo not given)
→ i	i	-7	i	-2	i	i	i	i	10	i
> CCCSc1nnc(CSc2nc3ccccc3s2)n1-c1ccccc1
→ i	i	-28	i	4	i	i	i	i	-17	100*
> Cc1nn(C(C)(C)C)c(OC(=O)c2ccc3c(c2)OCO3)c1Sc1ccccc1
→ i	i	-10	i	9	i	i	i	i	4	i
> Cc1cc(-c2nnc(CCC(=O)NCc3ccc(F)c(F)c3)o2)no1
→ i	i	-2	i	-4	i	i	i	i	6	i
> Cc1ccc(-c2nn(C)c(=O)c3ccccc23)cc1CN1CCOCC1
→ i	i	-7	i	2	i	i	i	i	0	i
> Cc1ccc(N2CC(C(=O)N(C)CC(=O)Nc3ccc(Cl)c(C(F)(F)F)c3)CC2=O)cc1 (stereo not given)
→ i	i	-12	i	20	i	i	i	i	-1	i
> O=C(NNC(=O)C1CC1)Nc1ccc(Cl)cc1
→ i	i	-9	i	5	i	i	i	i	nt	i
> COc1ccccc1OCCC(=O)OCC(=O)Nc1ccc(Br)cc1
→ i	i	1	i	3	i	i	i	i	-11	i
> O=C(NCc1cccc(C(F)(F)F)c1)c1cc(Cl)ccc1Cl
→ i	i	-21	i	-6	i	i	i	i	12	i
> O=C(Nn1c(O)c(C=C2N=c3ccccc3=N2)sc1=S)c1ccccc1Cl
→ i	i	-10	i	3	i	i	i	i	0	i
> COc1ccc(N/C=C/C(=C(C#N)C#N)N(C)C)cc1
→ i	i	-7	i	9	i	i	i	i	20	i
> COC(=O)C/C=N/N=C1/NC(=O)/C(=C/C(=O)O)S1
→ i	i	-8	i	-4	i	i	i	i	-2	i
> Cc1oc2ccc(OCc3ccc(Br)cc3)cc2c1C(=O)O
→ i	i	-6	i	0	i	i	i	i	6	i
> CON=C1CCN(c2ncc(C(F)(F)F)cc2Cl)CC1
→ i	i	-6	i	-1	i	i	i	i	1	i
> c1ccc2c(CN3CCOCC3)csc2c1
→ i	i	1	i	4	i	i	i	i	-2	i
> N#Cc1ccc(NC(=O)CN2C(=O)NC(Cc3ccccc3)C2=O)cc1 (stereo not given)
→ i	i	-5	i	2	i	i	i	i	-5	i
> CCCn1c(SCC(=O)Nc2ccc(NC(C)=O)cc2)nc2c1c(=O)n(C)c(=O)n2C
→ i	i	-4	i	-3	i	i	i	i	-7	i
> CC1(C)CC(=O)C2=C(C1)N(N1CCOCC1)C(N)=C(C#N)C2c1cccs1 (stereo not given)
→ i	i	-4	i	0	i	i	i	i	0	i
> Cc1ccc(C(CNS(=O)(=O)c2ccc(Br)cc2)N2CCN(C)CC2)cc1 (stereo not given)
→ i	i	-13	i	7	i	i	i	i	-2	i
> O=C(N=C1SC2CS(=O)(=O)CC2N1c1ccccc1)C1CCCCC1 (stereo not given)
→ i	i	-2	i	2	i	i	i	i	-3	i
> COc1ccc(NC(=O)c2cn(-c3ccccc3)nc2-c2ccncc2)cc1
→ i	i	25*	i	2	i	i	i	i	5	i
> CC(=O)Nc1ccc(NC(=O)CSc2n[nH]c(-c3cccs3)n2)cc1
→ i	i	-7	i	-5	i	i	i	i	-15	i
> O=C(c1ccc(NS(=O)(=O)c2ccccc2)cc1)N1CCN(Cc2ccc3c(c2)OCO3)CC1
→ i	i	-7	i	-9	i	i	i	i	-6	i
> CCCNCc1cc(OC)c(OCC(=O)Nc2ccccc2)cc1Br
→ i	i	-12	i	-1	i	i	i	i	-8	i
> CC(C)CCN1C(Nc2ccccc2)=NC[C@@H]1C
→ i	i	0	i	2	i	i	i	i	3	i
> CSc1ccccc1NC(=O)c1ccc([N+](=O)[O-])cc1
→ i	i	-2	i	-5	i	i	i	i	4	i
> O=C(Cn1cc(S(=O)(=O)Cc2ccccc2F)c2ccccc21)N1CCOCC1
→ i	i	-8	i	0	i	i	i	i	8	i
> O=C(N/N=C/c1cc([N+](=O)[O-])ccc1Cl)c1ccc2nc[nH]c2c1
→ i	i	-6	i	-12	i	i	i	i	-3	i
> CCOC(=O)c1sc(NC(=O)CSc2ncn(-c3ccccc3)n2)nc1C
→ i	i	-8	i	3	i	i	i	16*	0	i
> COc1cccc(CN(C)C(=O)c2cccc(S(=O)(=O)NCc3ccccc3)c2)c1OC
→ i	i	-15	i	-4	i	i	i	i	-14	i
> O=C(c1cc(S(=O)(=O)N2CCCCC2)c(Cl)cc1N1CCOCC1)N1CCOCC1
→ i	i	-5	i	-1	i	i	i	i	2	i
> COc1ccc(NC(=O)CC(NC(C)c2ccccc2)C(=O)O)cc1 (stereo not given)
→ i	i	-7	i	-2	i	i	i	i	-13	i
> CCN(c1ccc(NC(=O)c2ccc(Cl)nc2)cc1)C(C)C
→ i	i	5.9*	i	4	i	i	i	i	-3	i
> O=c1[nH]c(-c2ccccc2F)nc2c1sc(=S)n2Cc1ccccc1
→ i	i	-9	i	3	i	i	i	i	21	i
> CC(C)(C)NC(=O)c1ccccc1NC(=O)C1CC(=O)N(C2CCCCC2)C1 (stereo not given)
→ i	i	-4	i	9	i	i	i	i	4	i
> CCn1ccnc1CN1CCN(CCC(C)C)C(CCO)C1 (stereo not given)
→ i	i	-8	i	1	i	i	i	i	-2	i
> CCOC(=O)c1c(C)[nH]c(C(=O)OCC(=O)N2CCCC2=O)c1C
→ i	i	-14	i	7	i	i	i	i	0	i
> CCOc1ccc(OCC)c(NC(=O)CN(c2ccc(C)cc2)S(=O)(=O)c2c(C)noc2C)c1
→ i	i	-6	i	15	i	i	i	i	18	i
> CCCNC(=O)c1ccc2c(=O)c(O)c(-c3ccc(Cl)c([N+](=O)[O-])c3)[nH]c2c1
→ i	i	-11	i	-3	i	i	i	i	2	i
> Cc1cccc(C)c1NC(=O)Cn1nnc(-c2ccc(N3CCOCC3)cc2)n1
→ i	i	-8	i	1	i	i	i	i	1	i
> O=C(NCc1ccccc1)c1onc(CSc2ccc(F)cc2)c1C(=O)NCCCN1CCOCC1
→ 14*	i	-15	i	7	i	i	i	i	8	i
> O=C(Nc1ccc([N+](=O)[O-])cc1)c1ccc(S(=O)(=O)N2CCCC2)cc1
→ i	i	-10	i	-1	i	i	i	i	-2	i
> CCOC(=O)C(NC(=O)c1ccccc1)(N1CCCC1=O)C(F)(F)F (stereo not given)
→ i	i	-4	i	-2	i	i	i	i	-3	i
> c1ccc(CCC2CCCCN2Cc2nc(-c3ccc4c(c3)OCO4)no2)nc1 (stereo not given)
→ i	i	-18	i	6	i	i	i	i	-6	i
> Cc1noc(NC(=O)c2ccccc2)c1C#N
→ i	i	-3	i	-6	i	i	i	i	4	i
> Cn1c(=O)oc2ccc(C(=O)CSc3nnnn3-c3ccccc3)cc21
→ i	i	-13	i	-4	i	i	i	i	nt	i
> O=C1c2ccccc2NC(c2ccccc2)N1NS(=O)(=O)c1ccccc1 (stereo not given)
→ i	i	-5	i	-5	i	i	i	i	1	i
> O=C(Cc1cccs1)Nc1cc(SCCO)cc([N+](=O)[O-])c1
→ i	i	-10	i	-1	i	i	i	i	-12	i
> CCCOc1ccc(NC(=O)CC2C(=O)N(CC)C(=S)N2CCCN2CCN(Cc3ccccc3)CC2)cc1 (stereo not given)
→ i	i	-22	i	12	i	i	i	i	-1	i
> COc1ccc(C2=NOC3(CC(=O)N(c4ccc5ccccc5c4)C3=O)C2)c(OC)c1 (stereo not given)
→ i	i	-7	i	-3	i	i	i	i	-7	i
